IL-1B inflam inh = inhibitors of inflammasome signaling (IL-1 beta secretion); activity change, % at 57.5 µM; hit rate 4.7% among 360,000; THP-1 LPS/ATP IL-1B secretion, AlphaLISA, 16 h; stronger effect = lower value; in the data active means activity change below about -50%; inconclusive means mostly about -30% to -49%; further: on the % scale 0 is the no-effect control and ±100 the full control effect
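THP-1 cells pretreated 1 hr with compounds (up to 57.5 uM final), then stimulated with LPS (250 ng/mL final) plus ATP (1.25 mM final); secreted IL-1B measured by AlphaLISA after 16 hr, decreased signal indicating inhibition.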
ATXN2 expr inh = reduces ATXN2 reporter expression in HEK-293 cells; HEK-293 ATXN2-luciferase reporter, luminescence, 24 h; Potency, µM (titrated, usually from 57 µM), for the others: at the highest dose activity change, negative = inhibition, hits mostly inhibitors; hit rate 0.72% among 360,000; AID 1745845; further: potency means the concentration at half of the fitted maximal effect; on the % scale 0 is the no-effect control and ±100 the full control effect; nearly all actives have a fitted effect of over 55% in size
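qHTS (up to 57 uM final) was run with 24 h compound exposure of reporter cells at 37 °C. Each well was multiplexed: SteadyGlo luminescence measured ATXN2-luciferase expression after a fluorogenic Gly-Phe-AFC viability readout (25 uM final).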
S2 tox = reduces viability in counter-screen for ATXN expression inhibitors; S2 cells (HEK-293 line with an ATXN2-luciferase reporter) viability, CellTiter-Fluor protease fluorescence, 24 h; Potency, µM (titrated, usually from 56.7 µM), hits mostly cytotoxic; hit rate 0.49% among 400,000; further: potency means the concentration at half of the fitted maximal effect; nearly all actives have a fitted effect of over 40% in size
HT1080-NT tox = kills 2HG-producing HT-1080-NT fibrosarcoma cells; AID 686970; HT-1080-NT fibrosarcoma viability, CellTiter-Glo ATP luminescence, 48 h; Potency, µM (titrated, usually from 46.1 µM), for the others: at the top dose activity, negative = less viability, usual class: cytotoxic; hit rate 1.6% among 360,000;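 further: NT is the 2HG producing partner of a matched IDH1 knockdown line; potency means the concentration at half of the fitted maximal effect; 0% = DMSO-treated cells and -100% = media-only wells without cells; nearly all actives have a fitted effect of over 55% in size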
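Toxicity toward the 2HG-producing NT line was scored as %Activity, normalised to DMSO and no-cell wells, from CellTiter-Glo luminescence after 48 hours' treatment.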
KB-V1 MDR tox = KB-V1 MDR subline cytotoxicity; KB-V1 MDR cells viability, CellTiter-Glo, 72 h; Potency, µM (doses to about 46.1 µM), for the others: at the top dose activity change, negative = cytotoxicity, actives largely listed as cytotoxic; hit rate 3.4% among 400,000; AID 1347076; further: potency means the concentration at half of the fitted maximal effect; on the % scale 0 is the no-effect control and ±100 the full control effect; nearly all actives have a fitted effect of over 60% in size
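KB-V1, DMEM (no phenol red) + 10% FBS; cpd pin-transferred, titration series; 72 h, 37 degrees C; CellTiter-Glo, luminescence. Data normalized, curve-fit.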
MCF10A rerep = induces DNA re-replication in MCF 10a normal breast cells. Potency, µM (series often up to 46.1 µM), without a hit: at the highest dose activity, positive = re-replication, hits mostly activators. hit rate 2.9% among 350,000. MCF 10A DNA re-replication, Hoechst nuclear intensity, 48 h. AID 624296; further: potency means the concentration at half of the fitted maximal effect; % of control where 0% means no effect; nearly all actives have a fitted effect of over 50% in size
KB-3-1 cytotox = kills parental KB-3-1 adenocarcinoma cells. KB-3-1 viability, CellTiter-Glo ATP luminescence, 72 h. Potency, µM (doses to about 46.1 µM), for the others: top-dose activity change, negative = cytotoxic, usual class: cytotoxic. hit rate 1.4% among 400,000. AID 1347075; further: potency means the concentration at half of the fitted maximal effect; on the % scale 0 is the no-effect control and ±100 the full control effect; nearly all actives have a fitted effect of over 60% in size
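Cytotoxicity measured as CellTiter-Glo luminescence after 72 h at 37 C. Compound titrations were pinned onto drug-naive KB-3-1 parental adenocarcinoma cells grown in DMEM with 10% FBS, and normalized data fitted to concentration-response curves.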
HT1080 IDH1KD tx = kills HT-1080 cells with IDH1 knockdown | hit rate 2% among 360,000 | HT-1080 IDH1 knockdown viability, ATP luminescence, 48 h | Potency, µM (top dose mostly 46.1 µM), for inactives: at the highest dose activity, negative = toxicity, actives largely listed as cytotoxic;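 further: potency means the concentration at half of the fitted maximal effect; 0% = DMSO wells and -100% = cell-free medium wells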
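Viability of IDH1-knockdown HT-1080 fibrosarcoma cells was assessed by CellTiter-Glo after 48 h at 37 °C with titrated compound; concentration-effect curves were classified by fit quality and response size.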
SW480 rerep = inducers of DNA re-replication in SW480 colon cancer cells. SW480 DNA re-replication, Hoechst DNA content imaging, 48 h. Potency, µM (series often up to 46.1 µM), without a hit: top-dose re-replication activation, most hits filed as activators. hit rate 1.8% among 340,000. AID 624297; further: potency means the concentration at half of the fitted maximal effect; % of control where 0% means no effect; nearly all actives have a fitted effect of over 55% in size
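Readout is total intensity of Hoechst-stained nuclei, excited at 405 nm and collected at 500-530 nm. Compound treatment lasted 48 hr at 37 C in 5% CO2 before staining.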
* marks the source's active call; other numbers are inactive results; i = inactive; ? = inconclusive; nt = no result given; & = joins results of further samples; [ ] = remark or other dose. Unless noted, the call rests on the fitted dose curve; in most records, active means well fitted curve in the direction sought with a large enough effect; inconclusive means small, poorly fitted or top-dose-only effect, or another doubt; inactive means no such curve, though single readings can be large; an effect the other way counts as inactive or inconclusive.

item | molecule | IL-1B inflam inh | ATXN2 expr inh | S2 tox | HT1080-NT tox | KB-V1 MDR tox
1 | CCN1C(=O)c2ccc(C(=O)O)cc2C1=O | 7 | 1% | i | 18% | 23%
2 | CC(=O)Nc1ccc(N2CCOCC2)c([N+](=O)[O-])c1 | 5 | 0% | i | ? | 12%
3 | O=C(NCC(c1ccco1)N1CCOCC1)c1cccc(Cl)c1 (stereo not drawn) | 12 | 5% | i | -15% | -9%
4 | CC1(c2nnc(Cc3ccccc3)o2)CC(c2ccccc2F)=NO1 (stereo not drawn) | -6 | 4% | i | 5% | -6%
5 | CCOC(=O)c1c(NC(=S)Nc2ccccc2C)sc2c1CCC2 | -21 | -7% | i | -6% | -6%
6 | COc1ccccc1-c1cc(C(=O)NCc2ccccc2)c2c(-c3ccc(C)cc3)[nH]nc2n1 | nt | -23% | ? | nt | -5%
7 | CS(=O)(=O)N1CCCCC1c1cc(C(=O)NCc2ccc(Cl)c(Cl)c2)no1 (stereo not drawn) | -5 | -14% | i | -2% | 0%
8 | CC1(C)CC(=O)C(CC(=O)Nc2cc(C(F)(F)F)ccc2Cl)C(=O)C1 | -5 | -13% | i | -19% | -14%
9 | Cn1c(N)c(C(=O)COC(=O)C2CC(O)CN2S(=O)(=O)c2ccc(Cl)cc2)c(=O)n(C)c1=O (stereo not drawn) | 16 | -3% | i | -8% | 27%
10 | CC#CCN(CC#CC)S(=O)(=O)c1ccc(-n2cnnn2)c(OC)c1 | 0 | -1% | i | 0% | ?
11 | CN(C)c1ccc(NC(=O)CN2CCN(CC(=O)Nc3ccc(Br)cc3)CC2)cc1 | nt | 10% | i | nt | 0%
12 | N#Cc1sc(C(N)=O)c(-c2ccccc2)c1-c1ccccc1 | 1 | -17% | i | -1% | ?
13 | O=C1NC(=O)/C(=C/c2ccccc2OCc2ccccc2)S1 | -11 | -25% | i | -23% | -20%
14 | CCCSc1ccc(-c2nn(-c3ccccc3)cc2/C=C(/C#N)C(=O)N2CCOCC2)cc1 | ? | 12% | i | -5% | 23µM*
15 | CCc1n[nH]c(=S)n1/N=C/c1cc(Br)c(O)c(OC)c1 | 39 | nt | i | 0% | ?

item | MCF10A rerep | KB-3-1 cytotox | HT1080 IDH1KD tx | SW480 rerep
1 | 1% | 19% | 13% | -3%
2 | 7% | 10% | 13% | -5%
3 | 0% | 1% | -6% | ?
4 | 17% | 12% | 0% | -4%
5 | ? | 0% | -2% | -8%
6 | nt | -29% | nt | nt
7 | nt | 0% | -8% | nt
8 | 2% | -8% | -7% | -2%
9 | -3% | 23% | -10% | -2%
10 | 7% | 21% | 2% | -5%
11 | nt | 1% | nt | nt
12 | 7% | 22% | 10% | -5%
13 | 26% | -27% | -12% | -5%
14 | -56%[inhibitor] | ? | -5% | -81%[inhibitor]
15 | -2% | -17% | 1% | 14%

Brought forward from above: three entries, then new ones.
item | molecule | IL-1B inflam inh | ATXN2 expr inh | S2 tox | HT1080-NT tox | KB-V1 MDR tox
13 | O=C1NC(=O)/C(=C/c2ccccc2OCc2ccccc2)S1 | -11 | -25% | i | -23% | -20%
14 | CCCSc1ccc(-c2nn(-c3ccccc3)cc2/C=C(/C#N)C(=O)N2CCOCC2)cc1 | ? | 12% | i | -5% | 23µM*
15 | CCc1n[nH]c(=S)n1/N=C/c1cc(Br)c(O)c(OC)c1 | 39 | nt | i | 0% | ?
16 | CCOC(=O)c1c(NC(=O)c2ccccc2Cl)sc2c1CCCC2 | nt | 7% | i | nt | 13%
17 | Cc1cc(OC(C)C(=O)NCc2ccccn2)c2c(C)c(Cc3ccccc3)c(=O)oc2c1 (stereo not drawn) | 57 | -16% | i | ? | 0%
18 | CCOC(=O)c1c(C)[nH]c(C(=O)CSc2nnc(Nc3ccccc3F)s2)c1C | 31 | 5% | i | 10% | -6%
19 | COC(=O)[C@]12CCCCC=C1N(Cc1ccc3c(c1)OCO3)C(=O)[C@H](CC(=O)N1CCN(C(=O)C3CC3)CC1)C2 | -3 | nt | nt | 1% | -24%
20 | O=S(=O)(O)c1ccc(N2N=C(c3ccccc3)CC2c2ccccc2)cc1 (stereo not drawn) | -4 | 8% | nt | 10% | 0%
21 | Cc1cc(N)ccc1NC(=O)CN1CCOCC1 | 0 | 1% | i | 1% | ?
22 | CCOC(=O)C1CCN(C(=O)CSc2ccc(Cl)cc2)CC1 | 11 | 1% | i | 6% | 16%
23 | CC1(C)CC(=O)c2cc(N=C/C(C(=O)c3ccccc3)=C(\O)c3ccccc3)c(=O)oc2C1 | 0 | nt | i | 2% | 10%
24 | CCOC(=O)Nc1nnc(-c2cccc(OC)c2)s1 | -7 | 13% | i | 25% | 0%
25 | ON/C=N/C(=S)Nc1ncc(C(F)(F)F)cc1Cl | 17 | -5% | i | 9% | ?
26 | C=CCN1C(=O)C(=O)N(Cc2nc3ccccc3s2)C1=O | 21 | 85%[activator] | i | 6% | 0%
27 | O=C(O)Cc1cccc(=O)c(O)c1C(=O)O | 7 | 3% | i | 0% | 2%
28 | Cc1ccc(NC(=O)Nc2ccnc(-c3cccnc3)n2)cc1 | 36 | nt | ? | -4% | ?
29 | COc1ccc(Cn2ccc3nc(C)c(C(=O)N4CCN(c5cc(C)ccc5C)CC4)cc3c2=O)cc1 | nt | ? | ? | nt | ?
30 | COCCN(CC(=O)Nc1cccc(C)c1C)C(=O)Cc1ccsc1 | 0 | nt | i | 6% | -1%

item | MCF10A rerep | KB-3-1 cytotox | HT1080 IDH1KD tx | SW480 rerep
13 | 26% | -27% | -12% | -5%
14 | -56%[inhibitor] | ? | -5% | -81%[inhibitor]
15 | -2% | -17% | 1% | 14%
16 | nt | -1% | nt | nt
17 | ? | -7% | -26% | ?
18 | ? | -2% | 10% | -1%
19 | nt | -9% | -1% | nt
20 | 15% | -1% | 12% | 15µM*
21 | 5% | 20% | 7% | -6%
22 | 16% | -9% | 5% | -3%
23 | -3% | 4% | 13% | -63%[inhibitor]
24 | -2%[9.22 µM] | 18% | 17% | -9%
25 | -1% | 16% | 19% | -4%
26 | 9% | ? | 1% | -11%
27 | 1% | 2% | -2% | 0%
28 | ? | 6% | -6% | 0%
29 | nt | ? | nt | nt
30 | 18% | 1% | 0% | -1%

Other structures follow:
item | molecule | IL-1B inflam inh | ATXN2 expr inh | S2 tox | HT1080-NT tox | KB-V1 MDR tox
31 | COc1ccc(/C=C(\NC(=O)c2ccc(C)cc2)C(=O)NCCCn2ccnc2)cc1OC | -11 | -18% | i | -2% | -7%
32 | O=c1cc(Cn2ccnc2)c2cc3c(cc2o1)CCC3 | 0 | 6% | i | 0% | ?
33 | COc1ccc(S(=O)(=O)NCc2ccc(C(=O)N3CCN(c4ccccn4)CC3)cc2)cc1 | -4 | 1% | i | -8% | 0%
34 | Cc1cccc(N2CCN(C(=O)CCNS(=O)(=O)c3cccs3)CC2C)c1 (stereo not drawn) | 22 | 8% | i | -18% | ?
35 | Cc1ccc(O)c(C(=O)c2cc(C#N)c(=O)n(-c3nccs3)c2)c1 | 45 | -4% | nt | ? | ?
36 | Cc1cccc(NC(=O)CSCC(=O)Nc2cccc3ncccc23)c1 | 7 | 5% | i | 0% | 0%
37 | Cc1cccc(Cl)c1OCCCN1CCOCC1 | 29 | -2% | i | 0% | -12%
38 | O=C(NNS(=O)(=O)c1ccccc1F)c1cc(-c2ccccc2)n[nH]1 | 30 | 2% | i | -10% | 5%
39 | O=C(COC(=O)/C=C/c1ccccc1)Nc1ccccc1Br | 10 | -21% | i | -1% | 5%
40 | CC(=O)N1CCN(CC(=O)Nc2sccc2C#N)CC1 | 42 | 9% | i | 18% | 0%
41 | COc1ccc(CCNC(=O)c2nnn(-c3ccc4c(c3)OCCO4)c2N)cc1OC | -5 | 3% | i | -4% | ?
42 | O=C(Nc1nc2ccccc2[nH]1)c1cccc(S(=O)(=O)N2CCOCC2)c1 | 0 | 4% | i | -6% | ?
43 | O=C1CCc2cc(S(=O)(=O)NCc3ccc(Cl)cc3)cc3c2N1CC3 | 2 | 8%&-4% | i | 6% | ?
44 | CCCc1nc2ccccc2c(C(=O)OC(C)C(=O)NCc2ccc3c(c2)OCO3)c1CC (stereo not drawn) | ? | 0% | i | -29% | ?
45 | C=CCN(c1ccccc1)S(=O)(=O)c1cccc(C(=O)Nc2ccncc2)c1 | ? | -24% | i | ? | ?

item | MCF10A rerep | KB-3-1 cytotox | HT1080 IDH1KD tx | SW480 rerep
31 | -1% | 18% | -4% | -5%
32 | 5% | 5% | 2% | -8%
33 | 1% | -28% | -5% | 2%
34 | 5% | -11% | -19% | 0%
35 | 12µM* | ? | ? | 14%
36 | 0% | 8% | -2% | -6%
37 | 0% | -4% | -1% | -2%
38 | -15% | -2% | 10% | ?
39 | 0% | -5% | -4% | -10%
40 | -1% | 1% | 20% | 5%
41 | 18% | 2% | -6% | -14%
42 | -7% | ? | -2% | nt
43 | -2% | 9%&-13% | 0% | -1%
44 | ? | ? | -27% | ?
45 | 14% | -16% | -16% | 1%

Continued.
item | molecule | IL-1B inflam inh | ATXN2 expr inh | S2 tox | HT1080-NT tox | KB-V1 MDR tox
46 | CCCCn1c(N)c(N(CC(C)C)C(=O)c2oc3ccc(OCC)cc3c2C)c(=O)[nH]c1=O | i | 0% | i | 0% | -2%
47 | O=c1c2ccccc2nc(-c2ccccc2)n1CCN1CCOCC1 | 44 | 3% | i | 7% | 2%
48 | O=C1CCc2cc(S(=O)(=O)NC3CCCCC3)cc3c2N1CC3 | -7 | 42%[activator] | i | 3% | -4%
49 | COCC(C)NC(=S)Nc1ccccc1[N+](=O)[O-] (stereo not drawn) | -1 | -4% | i | -1% | -7%

item | MCF10A rerep | KB-3-1 cytotox | HT1080 IDH1KD tx | SW480 rerep
46 | ? | 23% | -15% | 21%
47 | 2% | 6% | -1% | -6%
48 | ? | -3% | -6% | -533%
49 | 0% | -6% | -6% | -1%
